Screening data as filed in PubChem.
Phagocyt inh: macrophage phagocytosis inhibition. J774A.1 macrophage IgG-bead phagocytosis, imaging. AID 1029. 110,000 tested, 0.07% active. inhibition, % at 5 µM;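 active = inhibition above the mean of the plate negative controls plus 5 SD, cut at about 13% in these data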;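 note: phagocytic index as fraction of beads internalized from green versus red external bead signal; plate controls were DMSO negative control for no effect and cytochalasin-D positive control for full effect; some results beyond the cut were filed as inactive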
GALR2 blocker: antagonists of human galanin receptor 2 (GALR2). GALR2-expressing cells, antagonist mode. 140,000 tested, 0.39% active. inhibition, % at 4 µM. O43603; in the data active = inhibition above about 27%;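 note: cells stimulated with galanin 1-16 at roughly its EC80; 0% = agonist challenge control and 100% = basal control without agonist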
Target sequence (O43603 whole entry, looked up): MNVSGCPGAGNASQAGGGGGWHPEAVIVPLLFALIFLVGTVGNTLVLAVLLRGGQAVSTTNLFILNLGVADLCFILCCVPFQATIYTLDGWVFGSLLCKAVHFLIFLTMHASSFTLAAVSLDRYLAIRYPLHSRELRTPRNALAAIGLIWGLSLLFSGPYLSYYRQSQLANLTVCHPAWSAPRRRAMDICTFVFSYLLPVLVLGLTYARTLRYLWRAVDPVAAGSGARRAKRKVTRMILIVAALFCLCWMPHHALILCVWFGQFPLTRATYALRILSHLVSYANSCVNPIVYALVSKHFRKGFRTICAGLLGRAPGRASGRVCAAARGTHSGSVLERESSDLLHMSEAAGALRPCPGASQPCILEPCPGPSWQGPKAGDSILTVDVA
E-sel TNF inh: TNF alpha driven E-selectin expression inhibition; HUVEC TNFa-induced E-selectin immunofluorescence, high content; inhibition, % at 2 µM; 120,000 tested, 0.71% active; AID 1246;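 active = inhibition above the batch mean plus 3 SD, and confirmed as a hit on visual image review, cut at about 43% in these data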;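 note: 0% = TNF-stimulated DMSO wells and 100% = unstimulated control wells; not every result past the cut was called active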
NPY-Y2 antag: antagonists of human neuropeptide Y receptor Y2; P49146; NPY-Y2 expressing cells, antagonist mode; inhibition, % at 2.7 µM; 140,000 tested, 0.99% active; AID 793; in the data active = inhibition above about 17%;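 note: 0% = vehicle with agonist challenge and 100% = reference antagonist with challenge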
Target sequence (P49146 whole entry, looked up): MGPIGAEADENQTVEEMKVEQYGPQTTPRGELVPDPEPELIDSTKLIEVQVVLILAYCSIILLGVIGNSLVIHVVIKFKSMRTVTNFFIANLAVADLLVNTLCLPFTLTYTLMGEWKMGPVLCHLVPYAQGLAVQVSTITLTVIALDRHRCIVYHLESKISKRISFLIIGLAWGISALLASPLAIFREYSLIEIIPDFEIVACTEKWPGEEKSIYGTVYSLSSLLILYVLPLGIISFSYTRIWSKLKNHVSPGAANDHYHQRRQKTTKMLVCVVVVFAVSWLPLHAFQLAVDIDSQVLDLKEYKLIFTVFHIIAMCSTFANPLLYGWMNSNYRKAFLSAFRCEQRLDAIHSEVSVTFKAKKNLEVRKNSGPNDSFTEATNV
An asterisk follows results filed as active; / = not tested or not shown. Only part of the results is shown (hit frequency here may not be typical).

(1) CCCCCn1c(=O)c(C(=O)Nc2ccncc2)c(O)c2ccccc21
(2) CCCCCCn1c(=O)c(C(=O)Nc2ccncc2)c(O)c2ccccc21
(3) COC(=O)c1cc(COc2cc(C)cc3oc(=O)c4c(c23)CCC4)c(C)o1
(4) CSc1ccccc1C(=O)C1CCCN(Cc2cccc(C)n2)C1 (configuration not stated)
(5) Cc1ncc(CN2CCCC(C(=O)c3sccc3C)C2)s1 (configuration not stated)
assay / compound | 1 | 2 | 3 | 4 | 5
Phagocyt inh | 0 | 1 | 0 | / | /
GALR2 blocker | / | / | / | / | /
E-sel TNF inh | / | / | / | -7 | 19
NPY-Y2 antag | / | / | / | / | /

(6) c1cnc(N2CCNCC2)nc1
(7) CC(C)CCN1CCN(Cc2c(F)cccc2Cl)CC1CCO (configuration not stated)
(8) Oc1ccc2ccccc2c1CN1CC=C(c2ccccc2)CC1
(9) CC(C)(C)NC(=O)C1CC2CCCCC2CN1 (configuration not stated)
(10) O=C1NC(=O)C(=Cc2cc3c(cc2[N+](=O)[O-])OCO3)C(=O)N1
assay / compound | 6 | 7 | 8 | 9 | 10
Phagocyt inh | / | / | / | / | /
GALR2 blocker | / | / | / | / | /
E-sel TNF inh | 18 | 7 | -32 | 3 | 10
NPY-Y2 antag | / | / | / | / | /

(11) COc1ccc(C(=O)Oc2cccc3cccnc23)cc1S(=O)(=O)N1CCOCC1
(12) COc1cc(N2CCOCC2)ccc1/C=C1\C(=O)NC(=O)N(Cc2ccc3c(c2)OCO3)C1=O
(13) C=CCN1C(=O)NC(=O)C(CCc2ccncc2)(CCc2ccncc2)C1=O
(14) CC(C)(C)C(=O)c1cn(CC(=O)NCc2ccco2)c2ccccc12
(15) N#CCCn1cc(C=C2C(=O)NC(=O)NC2=O)c(-c2ccccc2)n1
assay / compound | 11 | 12 | 13 | 14 | 15
Phagocyt inh | / | / | / | / | /
GALR2 blocker | / | / | / | / | /
E-sel TNF inh | -7 | 5 | 6 | -30 | 14
NPY-Y2 antag | / | / | / | / | /

(16) FC(F)(F)c1ccc(CN2CCNCC2)cc1
(17) Cc1ccnc(NS(=O)(=O)c2ccc(N=Cc3c(O)n(C)c(=O)n(C)c3=O)cc2)n1
(18) CN(C)CCNC(=O)c1cccn(Cc2cc(C(F)(F)F)cc(C(F)(F)F)c2)c1=O
(19) N/C(=N/[N+](=O)[O-])N1CCN(C(=O)c2ccc(Cl)cc2)CC1
(20) COc1ccc(OC)c(/C=N/OC(=O)Nc2ccc(Cl)cc2)c1
assay / compound | 16 | 17 | 18 | 19 | 20
Phagocyt inh | / | / | / | / | /
GALR2 blocker | / | / | / | / | /
E-sel TNF inh | 41 | -17 | 2 | -7 | -19
NPY-Y2 antag | / | / | / | / | /

(21) CN1C(=O)C(=Cc2c(OCc3cnc(Cl)s3)ccc3ccccc23)C(=O)N(C)C1=O
(22) N#CC1=C(N)Oc2c(c(=O)sc3ccccc23)C1c1ccncc1 (configuration not stated)
(23) O=c1[nH]c(=O)n(-c2ccccc2)c(O)c1C=NC12CN3CN(CN(C3)C1)C2
(24) CC(C)(C)NC(=S)/N=C(\N)N[N+](=O)[O-]
(25) O=c1[nH]c(=O)n(Cc2ccc(F)cc2)c(O)c1C=Nc1ccc(Cl)cc1
assay / compound | 21 | 22 | 23 | 24 | 25
Phagocyt inh | / | / | / | / | /
GALR2 blocker | / | / | / | / | /
E-sel TNF inh | -31 | 5 | -33 | -28 | -10
NPY-Y2 antag | / | / | / | / | /

(26) CCc1ccc(CN2CCN(Cc3ccc(SC)cc3)CC2)cc1
(27) CN1/C(=C\C=C2C(=O)NC(=S)NC2=O)C(C)(C)c2ccccc21
(28) COP(=O)(OC)/C(C=O)=N/Nc1ccc([N+](=O)[O-])cc1
(29) CC(C)CN1CCN(Cc2cccc3c2OCO3)CC1CCO (configuration not stated)
(30) CCN(CC)c1nc2c(C)cccn2c(=O)c1C=C1C(=O)NC(=O)NC1=O
assay / compound | 26 | 27 | 28 | 29 | 30
Phagocyt inh | / | / | / | / | /
GALR2 blocker | / | / | / | / | /
E-sel TNF inh | 5 | -27 | -8 | -15 | 7
NPY-Y2 antag | / | / | / | / | /

From entry 17 to 30, copied from above:
(17) Cc1ccnc(NS(=O)(=O)c2ccc(N=Cc3c(O)n(C)c(=O)n(C)c3=O)cc2)n1
(18) CN(C)CCNC(=O)c1cccn(Cc2cc(C(F)(F)F)cc(C(F)(F)F)c2)c1=O
(19) N/C(=N/[N+](=O)[O-])N1CCN(C(=O)c2ccc(Cl)cc2)CC1
(20) COc1ccc(OC)c(/C=N/OC(=O)Nc2ccc(Cl)cc2)c1
(21) CN1C(=O)C(=Cc2c(OCc3cnc(Cl)s3)ccc3ccccc23)C(=O)N(C)C1=O
(22) N#CC1=C(N)Oc2c(c(=O)sc3ccccc23)C1c1ccncc1 (configuration not stated)
(23) O=c1[nH]c(=O)n(-c2ccccc2)c(O)c1C=NC12CN3CN(CN(C3)C1)C2
assay / compound | 17 | 18 | 19 | 20 | 21 | 22 | 23
Phagocyt inh | / | / | / | / | / | / | /
GALR2 blocker | / | / | / | / | / | / | /
E-sel TNF inh | -17 | 2 | -7 | -19 | -31 | 5 | -33
NPY-Y2 antag | / | / | / | / | / | / | /

(24) CC(C)(C)NC(=S)/N=C(\N)N[N+](=O)[O-]
(25) O=c1[nH]c(=O)n(Cc2ccc(F)cc2)c(O)c1C=Nc1ccc(Cl)cc1
(26) CCc1ccc(CN2CCN(Cc3ccc(SC)cc3)CC2)cc1
(27) CN1/C(=C\C=C2C(=O)NC(=S)NC2=O)C(C)(C)c2ccccc21
(28) COP(=O)(OC)/C(C=O)=N/Nc1ccc([N+](=O)[O-])cc1
(29) CC(C)CN1CCN(Cc2cccc3c2OCO3)CC1CCO (configuration not stated)
(30) CCN(CC)c1nc2c(C)cccn2c(=O)c1C=C1C(=O)NC(=O)NC1=O
assay / compound | 24 | 25 | 26 | 27 | 28 | 29 | 30
Phagocyt inh | / | / | / | / | / | / | /
GALR2 blocker | / | / | / | / | / | / | /
E-sel TNF inh | -28 | -10 | 5 | -27 | -8 | -15 | 7
NPY-Y2 antag | / | / | / | / | / | / | /

(further entries)
(31) CN(C)c1ccc([P+](=O)c2ccc(N(C)C)cc2)cc1
(32) Cc1c(N=Nc2c(O)[nH]c(=O)[nH]c2=O)c(=O)n(-c2ccccc2)n1C
(33) O=C(CN1CCCCC1)c1ccccc1F
(34) COc1ccc(OC)c(N2C(=O)NC(=O)/C(=C\c3ccc([N+](=O)[O-])s3)C2=O)c1
(35) O=C1NC(=O)C(CCc2ccncc2)(CCc2ccncc2)C(=O)N1Cc1ccc(F)cc1
assay / compound | 31 | 32 | 33 | 34 | 35
Phagocyt inh | / | / | / | / | /
GALR2 blocker | / | / | / | / | /
E-sel TNF inh | -4 | -27 | -7 | 23 | 9
NPY-Y2 antag | / | / | / | / | /

(36) COc1cc(CNCCc2ccc3c(c2)OCO3)cc(OC)c1OC
(37) Cc1ccccc1N1C(=O)NC(=O)/C(=C\c2cc(C)n(C)c2C)C1=O
(38) CCCC12CN3CCN(CC(C3)/C1=N\NC(=O)c1ccncc1)C2
(39) CCN(CC)P(=O)(NC(=O)c1cccn1C)N(CC)CC
(40) CCOc1ccc(N2C(=O)NC(=O)/C(=C\c3ccc(N4CCOCC4)cc3C)C2=O)cc1
assay / compound | 36 | 37 | 38 | 39 | 40
Phagocyt inh | / | / | / | / | /
GALR2 blocker | / | / | / | / | /
E-sel TNF inh | -43 | -7 | -2 | -4 | 0
NPY-Y2 antag | / | / | / | / | /

(41) Nc1ccc(C2(c3ccc(N)cc3)CCCCC2)cc1
(42) Cc1cc(/C=C2/C(=O)NC(=O)N(Cc3ccco3)C2=O)c(C)n1-c1ccc(C(=O)O)cc1
(43) COc1cccc(C(=O)C2CCCN(C3CCOCC3)C2)c1 (configuration not stated)
(44) c1ccc2c3c(ccc2c1)OCC1CONC31 (configuration not stated)
(45) CCn1cc(CN2CCCC(C(=O)c3cccc(OC)c3)C2)c(C)n1 (configuration not stated)
assay / compound | 41 | 42 | 43 | 44 | 45
Phagocyt inh | / | / | / | / | /
GALR2 blocker | / | / | / | / | /
E-sel TNF inh | -7 | 13 | -14 | 0 | -9
NPY-Y2 antag | / | / | / | / | /

(46) CCc1ccc(CN2CCCC(C(=O)c3sccc3C)C2)o1 (configuration not stated)
(47) CCN(C(=O)CN1CC=C(c2ccccc2)CC1)c1c(N)n(Cc2ccccc2)c(=O)[nH]c1=O
(48) CN(C)c1ccc(C=C2C(=O)NC(=S)NC2=O)cc1[N+](=O)[O-]
(49) COC(=O)C1=CCCN(C)C1
(50) Cc1ccc(CC(=O)N2CCN(Cc3ccccc3)CC2)cc1
assay / compound | 46 | 47 | 48 | 49 | 50
Phagocyt inh | / | / | / | / | /
GALR2 blocker | / | / | / | / | /
E-sel TNF inh | 6 | 8 | -23 | 18 | -85
NPY-Y2 antag | / | / | / | / | /

(51) CCN1CCN(c2ccc([N+](=O)[O-])cc2C(=O)OC)CC1
(52) CC(C)(C)P(=O)(NCc1ccccc1)c1ccccc1 (configuration not stated)
(53) Cc1ccc(Cn2nc(C)c(C=O)c2Cl)cc1
(54) Cc1ccc(-n2c(O)c(C=Nc3ccc(S(N)(=O)=O)cc3)c(=O)[nH]c2=O)cc1
(55) COc1ccc(CN2CCCC(C(=O)c3sccc3C)C2)cc1O (configuration not stated)
assay / compound | 51 | 52 | 53 | 54 | 55
Phagocyt inh | / | / | / | / | /
GALR2 blocker | / | / | / | / | /
E-sel TNF inh | -23 | 14 | -2 | -17 | -23
NPY-Y2 antag | / | / | / | / | /

(56) O=C1/C(=C/c2cccnc2)N2CCC1CC2
(57) CCC(=O)OC1(c2ccccc2)C(C)CN(C)CC1C (configuration not stated)
(58) O=C(/C=C/c1ccccc1)NCCc1cnc[nH]1
(59) O=C(O)c1cccc2nc3ccccc3nc12
(60) Cn1c(NN=O)nc2ccccc21
assay / compound | 56 | 57 | 58 | 59 | 60
Phagocyt inh | / | / | / | / | /
GALR2 blocker | / | / | / | / | /
E-sel TNF inh | -22 | -27 | -7 | 0 | -21
NPY-Y2 antag | / | / | / | / | /

(61) CCc1nc2ccc(Br)cc2c(=O)n1-c1ccccc1C(F)(F)F
(62) COc1cc(CN2CC3CC(C2)c2cccc(=O)n2C3)cc(OC)c1OC (configuration not stated)
(63) CC(=O)c1c(C)n(C(C)C)c2ccc(O)cc12
(64) COCCOC(=O)c1c(N)n(Cc2ccco2)c2nc3ccccc3nc12
(65) Cc1nn(C)cc1/C=C1/CC2C3CC=C4CC(O)CCC4(C)C3CCC2(C)C1=O (configuration not stated)
assay / compound | 61 | 62 | 63 | 64 | 65
Phagocyt inh | / | -2 | / | / | /
GALR2 blocker | -1 | 3 | -13 | 7 | 7
E-sel TNF inh | / | / | 27 | -22 | -24
NPY-Y2 antag | 1 | 1 | 3 | 7 | 6

Whole records, looked up by structure.
COCCOC(=O)c1c(N)n(Cc2ccco2)c2nc3ccccc3nc12 across the screens: Phagocyt inh = /; GALR2 blocker = 7; E-sel TNF inh = -22; NPY-Y2 antag = 7
COc1cc(CN2CC3CC(C2)c2cccc(=O)n2C3)cc(OC)c1OC (configuration not stated) across the screens: Phagocyt inh = -2; GALR2 blocker = 3; E-sel TNF inh = /; NPY-Y2 antag = 1
